Glioma ERSR ind = inducers of ER stress response in human glioma cells; U87-MG GRP78 promoter luciferase reporter, 16 h; Potency, µM, inactives show at the highest dose activation, most hits filed as activators; 0.02% of 420,000 active; further: potency means the concentration at half of the fitted maximal effect; series mostly up to about 76 µM; % of control where 0% means no effect; nearly all actives have a fitted effect of over 35% in size
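ERSR induction read as luciferase luminescence (Bright-Glo, 10 min at room temperature) in stably transfected human U87-MG glioma cells exposed to compounds for 16 h, using GRP78 as sensor.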
PI4K2A inh = blocks human PI4K2A kinase activity; purified PI4K2A, ADP-Glo luminescence, 1 h; active compounds read low; activity change, negative = inhibition, % at 76.9 µM; 0.13% of 420,000 active; AID 1346378; in the data active means activity change below about -50%; inconclusive means mostly about -30% to -49%;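 further: -100% = wells without enzyme as full effect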
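In this quantitative HTS, ADP production by PI4K2A was quantified luminescently after 1 h at ambient temperature; 100 microM adenosine served as plate-quality control.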
Vif-APOBEC3G blk = blocks the Vif interaction with human APOBEC3G; Q9HC16; HeLa A3G-eYFP + Vif (tagged APOBEC3G with the HIV-1 protein that degrades it), YFP fluorescence, overnight; Potency, µM (titrated, usually from 46.1 µM), for inactives: at the top dose activity, negative = active, hits mostly inhibitors; 0.076% of 410,000 active;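 further: potency means the concentration at half of the fitted maximal effect; on the % scale 0 is the no-effect control and ±100 the full control effect; nearly all actives have a fitted effect of over 60% in size; hits raise eYFP signal because A3G escapes Vif-driven loss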
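Read-out is eYFP fluorescence (Ex 488/Em 500-530) from Vif-expressing HeLa A3G-eYFP cells; more signal means A3G escaped Vif-mediated degradation. Cells plated overnight, compound pinned in, incubated overnight at 37 deg C.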
Vif-A3F inh = blocks the Vif interaction with APOBEC3F. HeLa A3F-eYFP + Vif (tagged APOBEC3F with the HIV-1 protein that degrades it), YFP fluorescence increase. Potency, µM (titrated, usually from 46.1 µM), inactives show at the top dose activity, negative = active. 0.2% of 390,000 active; further: potency means the concentration at half of the fitted maximal effect; % of control where 0% means no effect; nearly all actives have a fitted effect of over 65% in size
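HeLa cells stably expressing A3F-eYFP plus Vif, plated and incubated overnight at 37 deg C, then exposed to compounds overnight at 37 deg C. Blocked degradation read as raised yellow fluorescence (Ex 488/Em 500-530).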
USP1-UAF1 inh = inhibitors of human USP1/UAF1 deubiquitinase | recombinant USP1/UAF1, Ub-Rhodamine cleavage fluorescence | Potency, µM (titrated, usually from 57.1 µM), for inactives: at the top dose activity change, negative = inhibition, most hits filed as inhibitors | 0.23% of 390,000 active; further: potency means the concentration at half of the fitted maximal effect; on the % scale 0 is the no-effect control and ±100 the full control effect; nearly all actives have a fitted effect of over 60% in size; inactives centre near -12
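1 nM enzyme complex + cpd, 15 min RT; start with Ub-Rho 150nM final; kinetic fluorescence ex 480/em 540, 6 reads q60 s. Buffer 50mM HEPES pH 7.8, 0.5mM EDTA, 0.1 mg/ml BSA, 1mM TCEP, 0.01% Tween-20.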
TrxR1 substrate = is turned over as a substrate by rat TrxR1. 0.01% of 390,000 active. O89049. purified TrxR1 substrate turnover, NADPH consumption readout. Potency, µM (top dose mostly 114 µM), inactives show at the top dose activity change, negative = substrate turnover; further: potency means the concentration at half of the fitted maximal effect; on the % scale 0 is the no-effect control and ±100 the full control effect; nearly all actives have a fitted effect of over 50% in size
Target sequence (O89049 whole entry, looked up): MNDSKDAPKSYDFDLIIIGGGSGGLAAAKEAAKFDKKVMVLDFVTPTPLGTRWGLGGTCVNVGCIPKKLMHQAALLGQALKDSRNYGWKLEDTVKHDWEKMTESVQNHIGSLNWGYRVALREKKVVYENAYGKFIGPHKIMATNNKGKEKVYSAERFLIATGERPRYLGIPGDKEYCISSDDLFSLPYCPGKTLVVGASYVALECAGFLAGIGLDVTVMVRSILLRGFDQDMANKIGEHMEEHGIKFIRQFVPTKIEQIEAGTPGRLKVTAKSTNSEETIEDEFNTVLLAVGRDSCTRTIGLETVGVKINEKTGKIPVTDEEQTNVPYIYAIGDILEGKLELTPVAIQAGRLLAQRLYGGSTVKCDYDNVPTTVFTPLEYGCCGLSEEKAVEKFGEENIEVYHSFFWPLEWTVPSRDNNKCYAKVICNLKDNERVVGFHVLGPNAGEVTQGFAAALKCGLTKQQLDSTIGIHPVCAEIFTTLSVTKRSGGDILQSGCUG
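Rat TrxR1, dispensed at 90 nM, was prereduced with 400 uM NADPH (final) for 5 min at ~22 deg C, then incubated with compound 15 min before 400 uM selenite. A first-read NADPH fluorescence drop versus no-compound background flagged substrates.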
RXFP1 agonist = agonists of human relaxin receptor RXFP1; Potency, µM (top dose mostly 57.5 µM), inactives show at the top dose activation, usual class: activators; 0.3% of 370,000 active; HEK293T-RXFP1 cAMP TR-FRET, 30 min; response scale: percent of porcine relaxin response, buffer zero; AID 2676; further: potency means the concentration at half of the fitted maximal effect; on the % scale 0 is the no-effect control and ±100 the full control effect; nearly all actives have a fitted effect of over 60% in size; many of its hits are not listed in these tables
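Agonist response is measured as cAMP accumulation in an RXFP1-transfected HEK293T line under PDE4 inhibition. Values are scaled between buffer-only and 29 nM porcine relaxin, and EC50s come from standard Hill equation fits.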
mIDH1 inhibitor = blocks human mutant IDH1 R132H enzyme. 0.093% of 390,000 active. IDH1-R132H enzyme, NADPH consumption, diaphorase/resazurin fluorescence. Potency, µM (top dose mostly 76.6 µM), for inactives: at the highest dose activity change, negative = inhibition, actives largely listed as inhibitors. O75874; further: potency means the concentration at half of the fitted maximal effect; on the % scale 0 is the no-effect control and ±100 the full control effect; nearly all actives have a fitted effect of over 65% in size
Target sequence (O75874 whole entry R132H, stated change not applied): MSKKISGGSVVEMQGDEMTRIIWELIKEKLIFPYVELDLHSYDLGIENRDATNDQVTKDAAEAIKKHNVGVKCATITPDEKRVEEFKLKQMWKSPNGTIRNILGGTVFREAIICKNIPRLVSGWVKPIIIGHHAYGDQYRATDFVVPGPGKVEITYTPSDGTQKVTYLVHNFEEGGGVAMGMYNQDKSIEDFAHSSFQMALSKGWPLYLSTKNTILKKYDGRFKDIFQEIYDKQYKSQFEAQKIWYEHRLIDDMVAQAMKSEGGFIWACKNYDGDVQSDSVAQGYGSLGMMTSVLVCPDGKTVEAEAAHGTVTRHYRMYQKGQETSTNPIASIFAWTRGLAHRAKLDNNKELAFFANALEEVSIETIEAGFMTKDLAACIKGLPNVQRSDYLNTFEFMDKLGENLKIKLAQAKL
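IDH1-R132H (0.5 ug/mL dispensed) in pH 7.5 Tris buffer was preincubated 30 min with compound, then given a substrate mix of 0.016 mM NADPH and 2 mM alpha-KG for 80 min at room temperature; remaining NADPH was read by diaphorase/resazurin fluorescence.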
LDHA block = blocks human lactate dehydrogenase A | P00338 | purified LDHA, NADH/diaphorase-resazurin fluorescence; active compounds read low | activity change, % (values are at about 110 or 230 µM) | 0.15% of 480,000 active; in the data active means activity change below about -30%; inconclusive means mostly about -25% to -30%;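 further: plate controls were DMSO wells for no effect and wells without enzyme for full effect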
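Resorufin fluorescence (ex540/em590), read at 0 and 20 min after diaphorase/resazurin addition, reports the NADH left after a 5 min room-temperature reaction of 2 nM human LDH5 with 0.06 mM NADH and 0.2 mM pyruvate.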
Active calls of the source: *; ? = inconclusive; . = no result given; [ ] = remark or other dose. Unless noted, the call rests on the fitted dose curve; in most records, active means well fitted curve in the direction sought with a large enough effect; inconclusive means small, poorly fitted or top-dose-only effect, or another doubt; inactive means no such curve, though single readings can be large; an effect the other way counts as inactive or inconclusive.

SMILES	Glioma ERSR ind	PI4K2A inh	Vif-APOBEC3G blk	Vif-A3F inh	USP1-UAF1 inh	TrxR1 substrate	RXFP1 agonist	mIDH1 inhibitor	LDHA block
Nc1nc(=O)c2ccccc2s1	-3%	4	1%	-23%	0%	1%[57.1 µM]	.	1%	-7
CCCc1nc2sc3c(N4CCC(C)CC4)ncnc3c2c2c1CCCC2	-2%	2	-3%	-5%	-18%	-6%	3.8%	3%	0
CCn1c2ccccc2c2cc(NC(=O)COC(=O)Cc3cn4ccsc4n3)ccc21	-3%	1	?	0%	-13%	-9%	0.8%	3%	-5
Cc1ccc(-c2cn3nc(N4CCCC(C(=O)NCc5ccccc5F)C4)sc3n2)cc1 (configuration not stated)	2%	0	-2%	4%	?	-8%	-0.4%	-1%	-23
CC(=O)c1c(O)cc(O)c(C(C)=O)c1O	-3%	2	1%	-3%	-31%	-4%	0.3%	-2%	0
O=C(NCCc1csc(-c2ccccc2)n1)c1c(F)cccc1F	2%	5	5%	2%	-21%	-1%[57.1 µM]	1.5%	17%	0
O=C(NCCN1CCNC1=O)c1ccc2sc([C@H]3C[C@H](O)[C@@H](CO)O3)nc2c1	1%	-5	2%	.	.	.	.	.	-3
Cc1cc2cc(CN(Cc3ccco3)C(=S)NCC3CCCO3)c(=O)[nH]c2cc1C (configuration not stated)	-3%	-3	-1%	5%	-10%	-1%	2.2%	9%	-3
COCCNC(=O)CN(C(=O)Cn1nnc2ccccc21)c1ccc(C)cc1	-5%	3	4%	1%	-24%	-1%	3.2%	-9%	-6
O=C(NC1CCS(=O)(=O)C1)/C(=C\c1ccco1)NC(=O)c1ccccc1 (configuration not stated)	0%	-5	-5%	-18%	-8%	-9%	-2.8%	8%	5
CC(CC(=O)N1CCN(c2ccccc2)CC1)S(=O)(=O)c1ccc2c(c1)NC(=O)CS2 (configuration not stated)	-1%	-2	-2%	-4%	-10%	0%	3.5%	2%	-1
Cc1cc(C(=O)Nc2ccc([N+](=O)[O-])cn2)cs1	5%	0	0%	-3%	-16%	-5%	0.6%	1%	-20
O=C(C1CCC(CNc2c(N3CCCCC3)c(=O)c2=O)CC1)N1CCN(c2ccccn2)CC1 (configuration not stated)	-1%	3	0%	1%	-3%	-1%	1.4%	-2%	-12
CCOCCCNC(=O)CNC(=S)N(Cc1ccccc1F)C1CCCCC1	-2%	0	2%	-10%	-11%	5%	-0.7%	3%	-12
CN(CC(=O)Nc1cccc(F)c1)C(=O)CN1c2cccc3cccc(c23)S1(=O)=O	-3%	-27	-7%	-2%	?	8%	3.3%	-12%	4
Cc1ccc(S(=O)(=O)N2CCCCC2)cc1NC(=O)COC(=O)C1(C)CC1(Cl)Cl (configuration not stated)	-5%	2	-8%	-2%	?	-4%	0.4%	2%	0
COC(=O)c1cc(C)nc2c1c(=O)nc(SCc1cc(C)ccc1C)n2C1CC1	-3%	0	-5%	-10%	4%	-2%[57.1 µM]	1.1%	3%	-7
O=C(c1cncc(Br)c1)N1CCN(S(=O)(=O)c2ccccc2C(F)(F)F)CC1	-2%	11	0%	5%	-26%	7%[57.1 µM]	0.1%	2%	-5
Cc1ccc(C)c(N=C2NC(=O)CS2)c1	-2%	-14	-4%	-6%	-15%	10%[57.1 µM]	1.8%	8%	-4
COc1ccc(NC(=O)c2nc[nH]c2C(=O)N[C@@H](CC(C)C)C(=O)OC(C)(C)C)cc1	-1%	0	-9%	4%	-25%	-10%	-1.1%	-30%	10
COC(=O)c1ccc(CSc2ccc3nnc(-c4ccc(OC)c(OC)c4)n3n2)o1	-3%	0	4%	6%	-16%	0%	.	0%	-13
CC1=CC(=O)N(c2cccc3c(N4C(=O)C=C(C)C4=O)cccc23)C1=O	-2%	?	-2%	6%	0%	13%[57.1 µM]	.	0%	-5
O=C(NC1(C(F)(F)F)NC(=O)N(c2ccccc2)C1=O)c1cccs1 (configuration not stated)	-6%	-1	-1%	-11%	-17%	-8%	3.5%	6%	-1
NC(=O)Cc1ccc(C(=O)c2ccc(Cl)cc2Cl)s1	4%	3	-8%	-12%	-11%	-5%	-0.6%	-11%	-1
CNC(=O)c1ccccc1NC(=O)c1cccc(S(=O)(=O)N2CCCCC2)c1	-3%	-8	0%	-12%	2%	6%[57.1 µM]	2.6%	3%	-8

(list continues)
SMILES	Glioma ERSR ind	PI4K2A inh	Vif-APOBEC3G blk	Vif-A3F inh	USP1-UAF1 inh	TrxR1 substrate	RXFP1 agonist	mIDH1 inhibitor	LDHA block
Cc1noc(C)c1NC(=O)N(C)C[C@H]1OCc2cnnn2CCCC(=O)N([C@H](C)CO)C[C@H]1C	-1%	-1	1%	.	.	.	.	.	-4
O=C(Cc1n[nH]c(=O)c2ccccc12)OCC(=O)c1ccccc1Cl	1%	-3	2%	-2%	-8%	-7%	2.7%	6%	-8
CC1=NNC(=O)C1CCC(=O)N/N=C/c1ccc(C)cc1 (configuration not stated)	-2%	6	2%	3%	-8%	-1%	-1.1%	2%	1
Cc1ccc(NS(=O)(=O)c2cccc3nsnc23)cc1C	-4%	-3	0%	4%	-2%	9%[57.1 µM]	0.0%	2%	-10
CCn1nc(C)c2c(-c3ccccc3)cc(=O)n(C(C)C(=O)NCCc3ccc(OC)c(OC)c3)c21 (configuration not stated)	-1%	6	-3%	1%	-25%	1%[57.1 µM]	0.3%	12%	5
CC(C)(C)n1nnnc1C(c1cccc(C#N)c1)N1CCC(Cc2ccccc2)CC1 (configuration not stated)	-2%	8	0%	-1%	-13%	4%	1.3%	1%	-7
CCC(C)NS(=O)(=O)c1ccc(OCC(=O)NCC2CCCO2)cc1 (configuration not stated)	-5%	-5	1%	1%	5%	7%	-0.1%	5%	-1
CC(C)NCC(=O)C12CC3CC(CC(C3)C1)C2	-5%	4	2%	7%	-19%	3%	2.1%	1%	-8
O=C(NC(Cc1ccccc1)C(=O)N1CCCC1C(=O)O)c1ccccc1 (configuration not stated)	-5%	2	-2%	-3%	-12%	-1%	-0.8%	7%	-2
O=C(CN(C(=O)CCC(=O)Nc1nccs1)c1cccc(F)c1)NCc1ccccc1	-2%	1	-5%	1%	-13%	4%	-1.9%	0%	-2
O=S1(=O)CC(O)C(N=Nc2c(O)n(Cc3ccccc3)c3ccccc23)C1 (configuration not stated)	-3%	1	4%	0%	-19%	-3%	5.6%	3%	1
O=C(O)c1cccc2c1C(=O)N(Cc1ccncc1)C2	-3%	1	3%	-4%	-15%	4%	0.0%	7%	2
CCOc1ccccc1NC(=O)CCCc1nc(-c2ccccc2Cl)no1	1%	2	1%	1%	-1%	-3%	0.4%	11%	-8
COc1ccc(OC)c(C2/C(=C(/O)c3ccccc3)C(=O)C(=O)N2Cc2ccco2)c1 (configuration not stated)	-3%	-4	0%	-9%	1%	4%[57.1 µM]	-2.3%	6%	-4
CCOc1cc(C(=O)O/N=C(\N)c2ccc([N+](=O)[O-])cc2)cc(OCC)c1OCC	4%	-4	-2%	3%	-6%	-8%	1.1%	4%	-9
CCCCNCCCOc1cccc(Cl)c1Cl	5%	-5	0%	-6%	-2%	4%	-1.6%	2%	-2
CCN1CCN(CC(=O)Nc2ccc(OC(F)(F)F)cc2)CC1	-2%	1	2%	9%	-5%	8%[57.1 µM]	2.0%	3%	-18
CN(C1=C(N2CCCCC2)C(=O)c2ccccc2C1=O)c1ccccc1	0%	-13	-5%	-3%	?	2%	-3.2%	?	17
COc1cccc(-c2cnc3c(NC=O)cc(-c4cccc(NC(C)=O)c4)cn23)c1	8%	-3	-19%	.	.	.	.	.	-1
Cc1nnc(Cl)c2nn(-c3ccccc3F)c(C)c12	-6%	-6	0%	-12%	-21%	-2%	0.3%	3%	-3
O=S(=O)(Oc1ccccc1-c1ccccc1)c1ccccc1	-6%	7	-12%	?	1%	3%	.	8%	-2
CCOC(=O)/C(C#N)=C1\CCCN1CC(N)=S	2%	0	0%	5%	-10%	-3%[57.1 µM]	0.7%	6%	1
O=C(CCn1nnc2ccccc21)N1CCC(O)(c2cccc(F)c2)CC1	-3%	8	0%	.	-10%	2%	2.9%	1%	-5
CC(C)N(C(=O)Cn1c(Cl)nc2ccccc21)C(C)C	-2%	1	4%	8%	-10%	0%	0.0%	-7%	-1
O=C(C1CCC(Cn2c(=S)[nH]c3ccccc3c2=O)CC1)N1CCOCC1 (configuration not stated)	0%	6	-3%	2%	-7%	6%	-0.6%	1%	-3
CC1(C)NC(=O)N(CC(O)CN(c2ccccc2)S(=O)(=O)c2ccc([N+](=O)[O-])cc2)C1=O (configuration not stated)	2%	-1	0%	0%	-6%	0%	0.1%	0%	-8
NS(=O)(=O)c1ccc(CNC(=O)c2cccc(Oc3ccccc3)c2)cc1	3%	-9	-4%	-23%	-17%	4%[57.1 µM]	3.1%	4%	6

An excerpt from above with just RXFP1 agonist, TrxR1 substrate and mIDH1 inhibitor.
| mol | RXFP1 agonist | TrxR1 substrate | mIDH1 inhibitor |
| --- | --- | --- | --- |
| O=C(CCn1nnc2ccccc21)N1CCC(O)(c2cccc(F)c2)CC1 | 2.9% | 2% | 1% |
| CC(C)N(C(=O)Cn1c(Cl)nc2ccccc21)C(C)C | 0.0% | 0% | -7% |
| O=C(C1CCC(Cn2c(=S)[nH]c3ccccc3c2=O)CC1)N1CCOCC1 (configuration not stated) | -0.6% | 6% | 1% |

High-throughput results: PubChem BioAssay, National Center for Advancing Translational Sciences (NCATS)

The list is partial, so the mix of outcomes need not match the whole.
